NPR2 activator: GC-B (human) receptor activation. P20594. HEK293-GC-B cells, CNP EC30, cGMP TR-FRET; 0% at EC30 CNP, 100% saturating CNP. activation, % at 10 µM. actives 0.11% (n = 370,000);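 active = activation at 10 µM reaching about 35% in either raw or pattern-adjusted values, limit read from the data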
Target sequence (P20594 whole entry, looked up): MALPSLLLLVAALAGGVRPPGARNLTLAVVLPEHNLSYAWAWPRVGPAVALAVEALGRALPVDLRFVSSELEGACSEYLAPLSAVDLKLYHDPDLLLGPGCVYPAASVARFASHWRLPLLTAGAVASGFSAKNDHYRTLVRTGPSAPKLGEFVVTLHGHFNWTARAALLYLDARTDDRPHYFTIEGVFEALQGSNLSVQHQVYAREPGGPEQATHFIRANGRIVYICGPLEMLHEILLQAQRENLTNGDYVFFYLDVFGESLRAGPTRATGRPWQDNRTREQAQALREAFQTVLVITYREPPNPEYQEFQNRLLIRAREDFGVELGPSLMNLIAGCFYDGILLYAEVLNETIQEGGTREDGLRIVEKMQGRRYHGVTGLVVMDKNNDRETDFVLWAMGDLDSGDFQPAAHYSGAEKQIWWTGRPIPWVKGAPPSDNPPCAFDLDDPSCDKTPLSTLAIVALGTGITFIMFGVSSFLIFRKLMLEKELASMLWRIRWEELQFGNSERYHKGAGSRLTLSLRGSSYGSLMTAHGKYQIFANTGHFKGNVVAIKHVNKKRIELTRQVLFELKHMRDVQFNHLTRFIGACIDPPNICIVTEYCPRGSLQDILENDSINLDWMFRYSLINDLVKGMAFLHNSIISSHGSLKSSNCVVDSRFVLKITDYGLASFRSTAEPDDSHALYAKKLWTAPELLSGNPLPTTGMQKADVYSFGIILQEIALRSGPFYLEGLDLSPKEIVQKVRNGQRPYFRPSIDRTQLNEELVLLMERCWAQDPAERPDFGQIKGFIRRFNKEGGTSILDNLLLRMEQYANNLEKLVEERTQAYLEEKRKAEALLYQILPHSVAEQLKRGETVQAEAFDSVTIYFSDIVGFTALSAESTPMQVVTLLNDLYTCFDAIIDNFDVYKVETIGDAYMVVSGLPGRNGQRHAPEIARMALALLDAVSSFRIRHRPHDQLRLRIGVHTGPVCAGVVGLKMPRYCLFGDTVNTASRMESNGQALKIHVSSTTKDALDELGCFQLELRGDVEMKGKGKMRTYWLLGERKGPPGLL
KLK7 zymogen act: activators of human kallikrein-7 zymogen | actives 0.9% (n = 370,000) | AID 652039 | purified proKLK7, EDANS-DABCYL substrate fluorescence; 100% is mature enzyme control, 0% vehicle | P49862 | activation, % at 7 µM;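 active = activation above the mean of all tested compounds plus 3 SD, computed per campaign excluding outliers beyond control limits, cut at about 13% in these data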
ssDAF-12 act: activates DAF-12 receptor from parasite S. stercoralis; HEK293 ssDAF-12/GRIP1 lit1-tk-luc reporter, luminescence; % of 3 µM dafachronic acid response; activation, % at 6.8 µM; actives 1% (n = 370,000);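 active = activation above the mean over all tested compounds plus 3 SD, cut at about 0.9% in these data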;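 also: 0% = DMSO-only wells and 100% = 3 µM delta7-dafachronic acid wells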
sPLA2-III inh: Inhibits HGIII-sPLA2 liposome hydrolysis, primary screen | Q9NZ20 | QFRET BODIPY PC-A2 liposome hydrolysis, fluorescence | inhibition, % at 12.2 µM | actives 0.56% (n = 370,000);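 active = inhibition above mean plus 3 SD of compounds lying within the high and low control bounds, cut at about 19% in these data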;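 also: 0% = median of test compound wells and 100% = no enzyme DMSO wells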
hcDAF12 agonist: H. contortus DAF-12 activation, primary screen. HEK293 hcDAF-12 lit1-tk-luc reporter, luminescence; 0% DMSO, 100% Δ7-dafachronic acid. activation, % at 6.8 µM. actives 1.4% (n = 370,000). AID 652067;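 active = activation above the mean of all tested compounds plus 3 SD, cut at about 5.5% in these data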;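 also: 100% = response to 3 µM Δ7-dafachronic acid high control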
GC-A act: GC-A (human) enzyme activation; HEK293 GC-A cells, cGMP TR-FRET, EC30 ANP; 0% at EC30 ANP, 100% saturating ANP; activation, % at 10 µM; actives 0.14% (n = 370,000); in the data active = activation above about 40%
hgDAF-12 ag: agonists of H. glycines DAF-12 nuclear receptor. actives 1.8% (n = 370,000). activation, % at 6.8 µM. HEK293 GAL4-hgDAF12 UAS-luciferase reporter, agonist luminescence; normalized to butyrate control;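 active = activation above a cutoff set at the mean of all screened compounds plus 3 SD, cut at about 10% in these data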;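 also: 0% = DMSO wells and 100% = sodium butyrate wells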
DAX1 inh-1: inhibits human nuclear receptor DAX1; actives 0.99% (n = 340,000); HEK293 Gal4-DAX1 luciferase reporter, luminescence; inhibition, % at 6.75 µM; AID 504766; P51843;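 active = inhibition above the mean over all tested compounds plus 3 SD, cut at about 4.2% in these data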;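 also: 0% = DAX1-transfected cells with DMSO and 100% = empty-vector control cells with DMSO; inhibition shows as a rise in luminescence from relieved DAX1 repression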
SMARCA2 activ: SMARCA2 function activation, primary screen. MG213 cells, MMTV-luciferase reporter, dexamethasone, overnight. activation, % at 9.1 µM. actives 1% (n = 370,000). AID 652017; in the data active = activation above about 7.8%;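 also: 0% = vehicle wells and 100% = reference activator wells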
DAX1 inh-2: blocks DAX1 repression of SF-1 activated StAR promoter; HEK293T StAR-luciferase reporter, SF-1/DAX-1 repression relief; inhibition, % at 6.8 µM; actives 1.1% (n = 370,000); AID 652010;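 active = inhibition above the mean over all tested compounds plus 3 SD, cut at about 3.6% in these data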;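 also: 0% = DAX-1 cells with DMSO and 100% = cells lacking DAX-1 with DMSO; higher inhibition means more luminescence from relief of DAX-1 repression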
FXN GAA850 act: increases GAA850 frataxin promoter reporter activity | HEK293 lucGAA850 FXN promoter luciferase reporter, 24 h; percent of 10 µM SAHA response | activation, % at 6 µM | actives 0.56% (n = 360,000);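 active = activation above the average of all compounds screened plus 3 SD, cutoff fixed separately per campaign, cut at about 7.5% in these data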;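 also: 0% = DMSO wells and 100% = 10 µM SAHA wells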
* = called active by the depositor.

SMILES | NPR2 activator | KLK7 zymogen act | ssDAF-12 act | sPLA2-III inh | hcDAF12 agonist | GC-A act | hgDAF-12 ag | DAX1 inh-1 | SMARCA2 activ | DAX1 inh-2 | FXN GAA850 act
CCOc1ccccc1NC(=O)CSc1nnnn1Cc1ccccc1 | 1.8 | -0.5 | -1.2 | -21.4 | -1.9 | 2.0 | -0.2 | 0.1 | -2.3 | -0.5 | 0.2
COc1c(C)cccc1C(=O)Nc1ccc(N2CCN(S(C)(=O)=O)CC2)cc1 | 8.9 | 0.4 | -0.3 | 8.4 | 2.9 | 4.4 | 4.7 | 0.1 | 0.1 | 2.4 | 4.8
COc1cccc(-n2cnnn2)c1 | 5.0 | 0.1 | -1.1 | 2.2 | -2.2 | 1.4 | 0.1 | -0.9 | 0.4 | -0.3 | 1.6
CC(=O)Nc1cc[n+](C(C)C(=O)c2ccc(Cl)cc2)cc1 (stereo not given) | 7.2 | -0.5 | -1.9 | 4.7 | -0.9 | 1.8 | 2.2 | 0.3 | -1.3 | -0.1 | -0.9
COc1ccc(OCC(=O)Nc2cc(C)c(Cl)cc2OC)c([N+](=O)[O-])c1 | 0.4 | -0.6 | -0.6 | -0.6 | 1.7 | 4.2 | 4.7 | -0.2 | -1.0 | -0.3 | 5.6
CCC(=O)Nc1cc(Cl)ccc1C(=O)O | -0.2 | -0.2 | -1.6 | -4.7 | -0.9 | 3.9 | 1.2 | 0.8 | 9.4* | 0.9 | -1.4
O=[N+]([O-])c1ccc(N2CCN(C(=S)Nc3ccc(F)cc3F)CC2)cc1 | -3.2 | 0.7 | -2.0 | -0.9 | -3.4 | -1.6 | -1.8 | -1.3 | -3.8 | -0.2 | 0.0
COc1ccccc1-n1cnnc1SCC(=O)N1CCOCC1 | 2.7 | 0.4 | -0.5 | -3.0 | -0.4 | -2.7 | 0.8 | -0.1 | -0.7 | -0.1 | 0.6
O=C(CN1C(=O)NC2(CCCCCC2)C1=O)N1CCN(c2ccccc2)CC1 | -3.0 | 0.6 | -1.4 | 3.6 | 0.3 | -1.6 | -0.3 | -0.2 | -1.8 | 0.8 | 1.6
O=C(NCC(=O)N(Cc1ccco1)C(C(=O)NC1CCCC1)c1ccncc1)c1cccs1 (stereo not given) | 5.2 | -0.1 | -1.0 | 2.9 | -1.3 | -1.1 | -1.3 | -0.1 | -7.0 | 0.4 | 0.1
CCCOC(=O)Cc1c(O)c2ccccc2[nH]c1=O | 9.2 | 1.4 | -1.2 | -5.7 | 0.8 | 2.0 | -0.6 | -0.3 | 0.0 | -0.1 | -2.4
Cc1ccc(C)c(NC(=O)C2CC(=O)N(C(C)C)C2)c1 (stereo not given) | 2.4 | -0.4 | -0.4 | -3.6 | -1.4 | -1.4 | -0.9 | 0.2 | 0.1 | 0.1 | 1.8
COCCNC(=O)C1CC(c2ccc(F)cc2)=NO1 (stereo not given) | 1.3 | -0.6 | -0.7 | 4.6 | -1.0 | 3.2 | 2.0 | 2.7 | -2.0 | -0.2 | 3.2
Cc1nc2c(cnn2CCO)c(=O)[nH]1 | 9.3 | 0.5 | -1.4 | 6.3 | -1.0 | -0.1 | 1.3 | 1.4 | -3.5 | -0.6 | 2.0
CC(C)Cn1c(/C=C/c2ccccc2)nc2ccccc21 | -0.8 | 2.3 | 0.2 | -8.4 | 1.2 | 1.6 | 13.9* | -0.4 | 2.9 | 2.7 | 6.4
O=C(Nc1nccs1)c1ccc(-c2cccc([N+](=O)[O-])c2)o1 | 0.0 | -0.4 | -0.7 | 1.8 | 0.3 | 0.3 | 9.2 | 1.2 | 2.7 | -0.7 | 1.7
Cc1cc(NC(=O)c2cn(C3CCCCC3)c(=O)c3c2c2ccccc2n3C)no1 | -18.9 | -3.6 | -0.8 | 5.9 | -0.2 | -1.7 | 0.1 | 0.8 | -2.2 | -2.4 | -0.7
CC(C)N(Cc1ccccc1)C(=O)C1CCCN(c2ncnc3c2nc2n3CCCCC2)C1 (stereo not given) | -15.6 | 0.8 | -1.5 | -0.4 | -3.9 | -20.8 | 1.4 | 0.1 | 0.1 | -3.7 | 0.6
CCOC(=O)c1c(NC(C)=O)sc2c1CCC(C=O)=C2Sc1ccccc1 | -2.3 | -0.2 | -1.9 | -11.8 | -1.9 | 6.3 | -1.6 | -1.6 | -2.2 | -0.2 | 3.0
CCOC(=O)CSc1nnc(Cc2cc(=O)[nH]c(=O)[nH]2)n1-c1cccc(OC)c1 | 1.6 | 0.2 | -1.2 | -9.2 | -0.9 | 2.4 | 2.2 | -0.4 | -3.0 | 0.0 | -0.3
CC(Sc1nc(-c2ccccc2)cc(C(F)(F)F)n1)C(=O)Nc1sc2c(c1C(N)=O)CCC2 (stereo not given) | 4.1 | -0.5 | -0.8 | 10.2 | -0.1 | -1.5 | 0.5 | 0.6 | -1.5 | -0.4 | 2.2
COc1ccc(-c2nnn(-c3ccc(Cl)cc3Cl)c2N)cc1 | -2.5 | 0.7 | -0.7 | -2.4 | -0.3 | 5.4 | -0.2 | 2.3 | -0.9 | 0.2 | 0.3
COc1ccc(C(=O)COC(=O)c2ccccn2)cc1OC | 1.6 | 0.1 | -1.0 | 11.4 | 0.2 | 2.4 | -1.3 | 0.0 | -2.8 | 0.1 | 2.9
CC(C)n1cc(/C=N/Nc2ccc(C(=O)O)cc2)c2ccccc21 | 1.1 | 0.3 | -0.9 | 2.5 | -1.7 | -2.7 | -3.6 | -3.2 | -0.9 | 1.3 | -0.5

Reprinted from the part before: 2 compounds, followed by the next part.
SMILES | NPR2 activator | KLK7 zymogen act | ssDAF-12 act | sPLA2-III inh | hcDAF12 agonist | GC-A act | hgDAF-12 ag | DAX1 inh-1 | SMARCA2 activ | DAX1 inh-2 | FXN GAA850 act
COc1ccc(C(=O)COC(=O)c2ccccn2)cc1OC | 1.6 | 0.1 | -1.0 | 11.4 | 0.2 | 2.4 | -1.3 | 0.0 | -2.8 | 0.1 | 2.9
CC(C)n1cc(/C=N/Nc2ccc(C(=O)O)cc2)c2ccccc21 | 1.1 | 0.3 | -0.9 | 2.5 | -1.7 | -2.7 | -3.6 | -3.2 | -0.9 | 1.3 | -0.5
Cc1ccc(NC(=O)CSc2nnc3ccc(-c4ccncc4)nn23)cc1 | 1.9 | -0.5 | -0.7 | -2.7 | -1.4 | 3.1 | 2.5 | -1.5 | 2.4 | -2.6 | -5.2
CCC(C)n1cnc2c(c1=O)c1nc3ccccc3nc1n2Cc1ccccc1OC (stereo not given) | -1.6 | -0.3 | -1.0 | 7.3 | 1.1 | -7.2 | -0.2 | 0.3 | 0.7 | 0.0 | 0.6
Cc1ccc2c(c1)N(Cc1ccccn1)C(=O)C(C)O2 (stereo not given) | -6.1 | 0.8 | -1.8 | 4.1 | -1.5 | -0.9 | 1.2 | -0.6 | 0.0 | 0.7 | -2.8
CSc1nc2ccc(S(=O)(=O)N3CCCC3)cc2s1 | -1.8 | 0.2 | -0.6 | -1.6 | -1.9 | 4.9 | 0.6 | 0.8 | 2.0 | -0.6 | 4.6
Cc1nc2nc[nH]n2c(=O)c1NS(=O)(=O)c1ccc(C(C)(C)C)cc1 | 2.9 | 0.1 | -0.5 | 2.0 | 0.2 | 2.2 | 2.2 | 0.2 | 0.0 | -0.1 | 1.5
COc1ccc(-c2nnc(NC(=O)C3CC3)o2)cc1 | -12.0 | 0.7 | -0.8 | 2.3 | 0.9 | -0.1 | 3.5 | 1.9 | 1.7 | 0.3 | 2.6
Cc1noc(C)c1NC(=O)N(C)C[C@H]1Oc2ccc(NC(=O)Cn3cnnn3)cc2C(=O)N([C@H](C)CO)C[C@@H]1C | 6.8 | 0.1 | -0.8 | -1.3 | 0.6 | 3.4 | 0.7 | 0.3 | 0.4 | 2.3 | 0.1
COc1cccc(NC(=O)COC(=O)C2C3CC4OC(=O)C2C4C3)c1 (stereo not given) | -3.1 | -0.5 | -1.0 | 2.3 | -0.5 | 0.5 | 0.6 | -0.6 | -0.9 | -0.2 | 1.5
Cc1ccc(CN2CCN(C(=O)c3ccco3)CC2)cc1 | -3.3 | 0.1 | -1.5 | -5.4 | 0.0 | 0.1 | -0.7 | -0.6 | -4.7 | 1.0 | 2.7
COCC(=O)Nc1c(C(=O)Nc2ccc3c(c2)OCO3)oc2ccccc12 | -0.1 | -0.2 | -0.8 | 1.9 | 0.5 | -1.1 | 5.9 | 3.0 | 5.8 | 1.4 | 0.8
O=C(NCCCN1CCCC1=O)c1cccc(C(F)(F)F)c1 | 3.3 | 1.6 | -2.1 | 8.5 | -0.1 | 4.6 | 0.8 | 1.0 | 4.3 | 0.3 | -1.1
O=C(CCC(=O)NC1CCCCC1)Nc1cccnc1 | 1.9 | -0.5 | -0.4 | 4.5 | 0.8 | 2.1 | -0.9 | -1.3 | 1.9 | 0.1 | 0.5
CN(CC(=O)N1CCc2ccccc21)S(=O)(=O)c1cccs1 | -2.6 | -0.1 | 0.2 | -1.5 | 2.9 | 0.1 | 13.4* | 2.2 | 6.9 | 2.6 | 3.2
COc1ccc(S(=O)(=O)N2CCC3(CC2)OCCN3S(=O)(=O)c2cccs2)cc1 | -5.2 | 0.7 | -1.0 | -5.4 | -1.5 | -2.0 | -1.8 | 0.1 | -0.9 | -1.8 | -1.5
CCc1c(C)nc(SCC(=O)Nc2c(C)n(C)n(-c3ccccc3)c2=O)[nH]c1=O | -1.2 | -0.1 | -1.0 | 9.7 | -1.4 | 0.3 | -0.7 | 0.8 | -1.6 | -0.9 | 0.7
COc1ccc(NC(=O)CSc2nc3ccccc3n2-c2ccccc2)c([N+](=O)[O-])c1 | -1.8 | -0.1 | -1.4 | -2.0 | -2.0 | 0.1 | -1.1 | -0.6 | 0.2 | -0.5 | 1.1
COc1ccc(S(=O)(=O)N2CCCCCC2)cc1NC(=O)CN1C(=O)NC(C)(c2ccccc2)C1=O (stereo not given) | 7.8 | 0.0 | -1.0 | -8.3 | -2.1 | 1.1 | -1.1 | -1.6 | -1.4 | -2.2 | -0.6
COc1ccc(NC(C)=[N+](C)CCNS(=O)(=O)c2ccc(Cl)cc2)cc1 | -0.8 | 0.3 | -0.5 | 9.2 | 0.8 | -7.2 | 5.0 | -0.6 | -1.2 | -0.4 | -2.0
COCCCn1c(Cc2csc(Nc3ccccc3)n2)nnc1SCC(N)=O | 2.5 | -0.2 | -1.4 | 2.1 | -0.5 | 2.6 | 0.3 | -0.2 | 0.7 | 0.0 | -2.2
Cc1sc(NC(=O)c2ccccc2F)c(CN2CCCCC2C)c1C (stereo not given) | -2.7 | 0.4 | -1.0 | 3.8 | 2.8 | 1.0 | 10.0 | 3.2 | 9.5* | 3.3 | 2.4
CSc1cccc(NC(=S)N2CCCN(Cc3ccc(F)cc3)C2)c1 | -2.7 | 0.1 | -0.9 | -5.4 | 0.6 | -10.3 | -0.7 | -0.5 | 3.5 | -0.4 | -1.1
O=C(NNC(=O)c1ccc2ccccc2n1)c1ccc(O)cc1 | -5.9 | -0.3 | -0.4 | -38.9 | -0.1 | -1.1 | 0.9 | -0.7 | -3.2 | 0.2 | 2.7

From PubChem

Random draw from the library; about 6.7% have a hit in one of these screens.
